Source: PubChem
Scp-1 inhibitor: Scp-1 phosphatase inhibitors, primary screen, biochemical, colorimetric, uHTS; 0.88% of 340,000 active; Recombinant Scp1, phosphopeptide, malachite green phosphate absorbance; Carboxy-terminal domain RNA polymerase II polypeptide A small phosphatase 1 (Homo …; inhibition, % at 20 µM;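 active = inhibition above about 50% at 20 µM, limit read from the data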;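 note: plate controls were DMSO wells with enzyme for no effect and wells lacking enzyme for full effect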
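assay system = SCP-1 phosphatase catalytic domain, residues 76-261 | buffer or medium = 50 mM Tris acetate pH 5.5, 0.005% Tween-20, 10 mM MgCl2 | incubation = enzyme reaction 45 min at room temperature, colour 5 min, stabilisation 30 min | signal = Phosphate-binding colour reagent, absorbance read at 630 nm | measure = % inhibition at 20 µM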
CSN deneddyl inh: inhibitors of CSN-mediated cullin deneddylation, primary screen, biochemical, fluorescence polarization, uHTS. COP9 signalosome complex subunit 5 (Homo sapiens), Q92905. Purified CSN, SCF-Nedd8-OG deneddylation. inhibition, % at 12.5 µM. 0.38% of 360,000 active;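 active = pattern-corrected inhibition above about 35%, with an unprinted fluorescence ratio check between 0.5 and 1.5, limit read from the data, passing the limit was not always enough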;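 note: 0% = enzyme with substrate and 100% = substrate without enzyme; some results filed as inactive read as strong as hits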
Target sequence (Q92905 whole entry, looked up, one chain of several): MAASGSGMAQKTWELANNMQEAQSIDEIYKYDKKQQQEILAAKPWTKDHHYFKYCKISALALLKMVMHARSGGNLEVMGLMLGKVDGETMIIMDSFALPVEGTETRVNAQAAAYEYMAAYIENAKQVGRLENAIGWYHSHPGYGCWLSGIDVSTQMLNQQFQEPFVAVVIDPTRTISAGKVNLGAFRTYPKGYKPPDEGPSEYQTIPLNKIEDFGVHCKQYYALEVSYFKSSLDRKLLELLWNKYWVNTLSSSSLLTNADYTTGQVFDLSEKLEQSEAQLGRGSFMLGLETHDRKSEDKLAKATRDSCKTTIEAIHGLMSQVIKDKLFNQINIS
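Material: purified human Csn5 enzyme expressed in HEK293T cells / Medium: Tris buffer pH 7.5, NaCl, DTT, Tween-20, trehalose, ovalbumin / Compound dosing: 12.5 µM single point / Schedule: 90 min incubation of compound, enzyme and substrate at room temperature / Signal: fluorescence polarization of the substrate / Control set: no-enzyme wells high, enzyme-with-substrate wells low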
MLLE-PAM2 inh: inhibitors of PABP1 MLLE–PAM2 peptide binding, primary screen, biochemical, fluorescence polarization, FITC-PAM2, GST-MLLE. inhibition, % at 20 µM. 0.36% of 360,000 active; in the data active = inhibition above about 35%, passing the limit was not always enough;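 note: plate controls were DMSO wells with GST-MLLE for no effect and wells lacking GST-MLLE protein for full effect; some results filed as inactive read as strong as hits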
Target sequence (P11940 whole entry, looked up): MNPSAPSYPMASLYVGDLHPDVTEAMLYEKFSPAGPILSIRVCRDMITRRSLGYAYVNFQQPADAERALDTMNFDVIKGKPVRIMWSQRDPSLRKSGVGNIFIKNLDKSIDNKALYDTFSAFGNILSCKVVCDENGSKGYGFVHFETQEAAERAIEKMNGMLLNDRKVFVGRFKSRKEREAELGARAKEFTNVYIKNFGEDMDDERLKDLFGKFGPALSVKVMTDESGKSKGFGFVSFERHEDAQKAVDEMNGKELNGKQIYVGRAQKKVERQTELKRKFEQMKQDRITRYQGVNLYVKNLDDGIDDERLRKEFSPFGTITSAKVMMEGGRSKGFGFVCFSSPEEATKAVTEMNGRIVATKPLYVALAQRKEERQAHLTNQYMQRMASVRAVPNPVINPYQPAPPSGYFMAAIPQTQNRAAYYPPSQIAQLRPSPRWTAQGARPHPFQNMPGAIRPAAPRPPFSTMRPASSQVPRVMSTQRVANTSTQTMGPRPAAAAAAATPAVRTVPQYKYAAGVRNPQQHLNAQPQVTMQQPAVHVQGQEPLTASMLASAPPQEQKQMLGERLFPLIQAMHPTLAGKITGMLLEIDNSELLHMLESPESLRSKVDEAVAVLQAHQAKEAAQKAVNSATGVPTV
TbMetRS inhib: T. brucei MetRS inhibitors, primary screen, biochemical, luminescence. methionyl-tRNA synthetase (Trypanosoma brucei brucei). inhibition, % at 11.9 µM. purified T. brucei MetRS, ATP depletion, Kinase-Glo luminescence. 0.4% of 360,000 active;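 active = inhibition above a per-plate cutoff of the control wells' mean inhibition plus 3 SD, cut at about 5.5% in these data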;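 note: 0% = DMSO wells median and 100% = median of wells with control inhibitor compound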
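Test system – parasite MetRS enzyme · Reagent – substrates ATP, L-methionine and bulk Escherichia coli tRNA · Doses – 11.9 µM compound single dose, 0.9% DMSO · Times – 15 min enzyme-compound preincubation, 2 h reaction, 10 min detection, 25 °C · Signal – Kinase-Glo luminescence, ATP depletion format · Controls – DMSO-only wells as low control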
LMPTP block: LMPTP phosphatase inhibitors, primary screen, biochemical, fluorescence intensity, uHTS; inhibition, % at 20 µM; AID 651560, 2012; recombinant LMPTP-A, OMFP fluorogenic substrate; 0.22% of 360,000 active; Low molecular weight phosphotyrosine protein phosphatase (Homo sapiens), P24666;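 active = compounds that cut the enzyme signal by at least half of the control window in the single-dose screen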;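 note: plate controls were DMSO wells with enzyme plus substrate for no effect and substrate without enzyme for full effect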
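material = LMPTP-A | quantity = 0.625 nM enzyme | reagent = OMFP substrate, 400 µM final | buffer or medium = Bis-Tris pH 6.0, DTT, detergent | detection = endpoint fluorescence intensity from OMFP dephosphorylation | dosing = single 20 µM dose | read-out basis = % inhibition relative to no-enzyme and uninhibited control wells | control set = no-enzyme and uninhibited controls | timing = 50 min at room temperature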
Rpn11 block: Rpn11 (PSMD14) deubiquitinase inhibitors, primary screen, biochemical, fluorescence polarization, uHTS. 26S proteasome non-ATPase regulatory subunit 14 (Homo sapiens), O00487. human 26S proteasome, Ub4-pepOG fluorescence polarization; 20S core pre-blocked with epoxomicin. calls only at 20 µM. 0.59% of 360,000 active;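 active = inhibition at 20 µM, scaled to each plate's controls, above about 33%, limit read from the data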
DNMT1 inh: human DNMT1 methyltransferase inhibitors, primary screen, biochemical, molecular beacon, fluorescence, HinP1I cleavage, uHTS; DNA (cytosine-5)-methyltransferase 1 (Homo sapiens), P26358; inhibition (reported as % activation of signal), % at 10 µM; 0.83% of 360,000 active; AID 588458, 2011; in the data active = inhibition above about 50%
NadD block: inhibitors of S. aureus NadD, primary screen, biochemical, colorimetric, uHTS | inhibition, % at 20 µM | purified NadD enzyme, colorimetric absorbance read-out | AID 602399, 2012 | Nicotinate-nucleotide adenylyltransferase NadD (Staphylococcus aureus N315) | 0.78% of 360,000 active; in the data active = inhibition above about 26%; note: some compounds past the cut are filed as inactive
SUMO1-SIM PPI: modulators of SUMO1 protein-protein interactions, primary screen, biochemical, uHTS. SUMO1 binding to a labelled peptide, TR-FRET, 1 h. inhibition, % at 20 µM. Small ubiquitin-related modifier 1 (Homo sapiens), P63165. 0.33% of 360,000 active; in the data active = inhibition above about 37%
Target sequence (P63165 whole entry, looked up): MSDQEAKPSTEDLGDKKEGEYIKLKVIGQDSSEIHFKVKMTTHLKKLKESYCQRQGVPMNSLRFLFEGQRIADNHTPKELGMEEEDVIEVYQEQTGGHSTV
STEP block: STEP phosphatase inhibitors, primary screen, biochemical, fluorescence intensity, uHTS. Tyrosine-protein phosphatase non-receptor type 5 (Homo sapiens), P54829. recombinant STEP, OMFP fluorogenic substrate. inhibition, % at 20 µM. 0.25% of 360,000 active;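 active = inhibition at 20 µM, scaled per plate between control wells, above about 37%, limit read from the data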;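 note: 0% = DMSO with enzyme and substrate and 100% = substrate only without enzyme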
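Test system: STEP tyrosine phosphatase / Reagent: OMFP at 25 µM / Doses: 20 µM, 1% DMSO / Read-out: percent inhibition scaled to no-enzyme and uninhibited-enzyme controls, plate-pattern corrected / Detection: FITC-channel fluorescence of OMFP product / Medium: Bis-Tris buffer pH 6.0, 2.5 mM DTT, 0.005% Tween 20 / Schedule: 20 min at room temperature, dark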
Starred values were filed as active, the others as inactive; i = inactive; · = no result given; + = active, no number. This is a random part of the collection; overall some 3.6% were active at least once.

SMILES	Scp-1 inhibitor	CSN deneddyl inh	MLLE-PAM2 inh	TbMetRS inhib	LMPTP block	Rpn11 block	DNMT1 inh	NadD block	SUMO1-SIM PPI	STEP block
O=C(N[C@@H]1CC[C@H](CCn2cc(-c3ccccn3)nn2)O[C@@H]1CO)c1ccncc1	·	-5	·	-0.3	-1.3	·	·	·	0	·
CCOC(=O)NC(=O)c1cn(CCNCCO)c(=O)[nH]c1=O	-1	-9	7	-0.4	-1.1	i	1	1	0	11
CC(C)(C)c1nc2ccccc2c2nnc(SCC(=O)Nc3nccs3)n12	-3	1	5	-0.5	-0.2	i	21	4	2	1
COc1ccc(CCN2CC(C(=O)NCc3cc(C(C)C)no3)CCC2=O)cc1 (centres undefined)	-5	-1	11	0.4	-0.9	i	2	2	13	-1
Cc1ccc(S(=O)(=O)NCC(=O)OCC(=O)Nc2ccccc2OC(F)F)cc1	-5	-4	-6	-0.1	-2.0	i	-6	1	4	-2
CCN(CC)S(=O)(=O)c1cccc(-c2nnc(SCCOc3ccccc3)o2)c1	-12	5	-1	0.1	4.5	i	-6	5	-1	1
CCO[C@H]1OC(C(=O)N2CCN(C)CC2)=C[C@@H](c2ccc3c(c2)OCO3)[C@@H]1CCCO	2	0	-14	-0.4	-0.7	i	1	1	-2	-2
COc1ccc(C(=O)NCC(=O)OCC(=O)NCc2ccc3c(c2)OCO3)cc1	-15	-3	-11	-0.1	-1.6	i	-1	3	0	-2
O=C1OCC(c2ccccc2)=C1c1ccc(S(=O)(=O)N2CCOCC2)s1	12	9	-15	-0.4	2.0	i	2	8	7	4
COc1ccc(C(=O)N[C@H]2CCCCNC2=O)cc1OC1CCN(C(C)C)CC1	-3	-1	5	0.2	0.1	i	0	-2	1	-5
NC(=O)c1nsc(C(=O)N(Cc2ccco2)C(C(=O)NCC2CCCO2)c2ccc(O)cc2)c1N (centres undefined)	-3	0	-5	-0.6	-1.9	i	-1	-2	-8	0
COc1cc2nc(Cl)nc(N3CCCCC3)c2cc1OC	12	3	-8	-1.0	1.8	i	1	3	21	1
N#Cc1nc(-c2ccco2)oc1NCCCN1CCOCC1	-4	2	-2	-1.2	-5.9	i	1	12	-3	-5
Cc1ccccc1OCC(=O)N/N=C1\CC(=O)CC(C)(C)C1	-10	0	-7	-0.4	-2.0	i	-1	1	-1	1
Cc1ccc(S(=O)(=O)Nc2ccncc2)c(C)c1N(C)S(=O)(=O)c1ccc(F)cc1	-7	0	-1	-0.2	-1.7	i	0	0	2	-2
CCN(CC(=O)Nc1c(F)cccc1F)C(=O)CCCSc1nc2ccccc2[nH]1	·	3	6	0.0	-0.1	i	-2	2	4	-1
CS(=O)(=O)N1CCc2cc(-c3csc(NCC4CCCO4)n3)ccc21 (centres undefined)	3	11	5	0.3	3.3	i	-22	1	-7	4
Cc1ccc(NC(=O)NC2CCCCC2)cc1Cl	-7	7	6	-0.7	-2.0	i	-1	-7	-5	0
CC1=CC(=O)C=CC1=Nc1ccc(N(C)C)cc1	·	3	51*	0.3	1.9	i	4	6	0	0
COc1ccc(Cl)cc1NC(=O)CSc1nc2sccc2c(=O)[nH]1	-9	2	4	-0.2	1.6	i	-3	-1	16	1

The final 2 compounds of the part before lead into the next:
SMILES	Scp-1 inhibitor	CSN deneddyl inh	MLLE-PAM2 inh	TbMetRS inhib	LMPTP block	Rpn11 block	DNMT1 inh	NadD block	SUMO1-SIM PPI	STEP block
CC1=CC(=O)C=CC1=Nc1ccc(N(C)C)cc1	·	3	51*	0.3	1.9	i	4	6	0	0
COc1ccc(Cl)cc1NC(=O)CSc1nc2sccc2c(=O)[nH]1	-9	2	4	-0.2	1.6	i	-3	-1	16	1
COCCN1C(=O)c2oc3cc(C)c(C)cc3c(=O)c2C1c1ccc(O)cc1 (centres undefined)	-18	-1	-5	-0.4	-0.6	i	0	11	-16	1
CC(=O)NC(c1ccccc1)c1nc(-c2cncnc2)cs1 (centres undefined)	·	-5	2	0.1	-1.9	i	6	0	-12	4
Cc1sc2nc(CSCC(=O)NC3CCCCC3)[nH]c(=O)c2c1C	2	5	-2	-0.3	0.0	i	3	3	-4	-1
COC(=O)c1ccc(NCC(=O)c2ccccc2)cc1	-18	-5	-10	-0.7	-2.4	i	5	5	-2	4
CCCCn1c(N)c(N(CCOC)C(=O)c2cccc(S(=O)(=O)N(CC)c3ccccc3)c2)c(=O)[nH]c1=O	4	1	-7	-0.5	1.0	i	1	1	-3	-3
CC(=O)NC1(c2cccc(F)c2)CCN(C(=O)Nc2ccc(C#N)cc2)CC1	-7	0	1	-0.5	-0.7	i	6	4	0	1
Cc1cc(C(=O)Nc2cc(C(F)(F)F)ccc2N2CCOCC2)no1	-15	2	6	0.0	2.3	i	3	-3	2	2
COc1ccc(Cl)cc1NC(=O)C(C)Sc1nncn1C (centres undefined)	-11	-1	4	-0.3	-0.6	i	2	0	2	0
CC1(C)CC(=O)C=C(c2ccc(F)cc2OCc2ccccc2)C1	-10	8	6	0.0	3.7	i	2	1	7	1
O=C(COc1ccc(F)cc1)Nc1cc(Cl)ccc1-n1cncn1	5	1	-20	-0.5	0.0	i	1	0	1	-2
COc1ccc(C(=O)N(C(C)C)C(C)C)c(OC)c1	-6	6	-4	0.9	-0.3	i	13	6	-1	0
COC(=O)c1c(NC(=O)C(=O)NCC2CCCO2)sc2c1CC(C)(C)OC2 (centres undefined)	4	1	10	-0.1	0.5	i	2	3	-11	2
O=C(NC(=S)Nc1cccc([N+](=O)[O-])c1)c1ccccc1	-11	2	20	-0.2	-2.5	i	-1	2	-10	1
CC(C)C(=O)NC(NC(=O)C(C)C)c1ccc([N+](=O)[O-])cc1	-6	-2	3	-1.0	-0.1	i	3	0	-4	-4
O=C(CNCCCO)Nc1cc(C(F)(F)F)cc(NC(=O)CNCCCO)c1Cl	-10	-11	4	-0.2	-4.2	i	1	2	-7	0
O=C(O)C(Cc1ccccc1)N1CCS(=O)(=O)CC1 (centres undefined)	-1	-15	-8	-0.2	-2.6	i	0	8	0	-1
CC/C(=N/Nc1cccc(Cl)c1)c1cnnc(SC)n1	9	5	-38	-1.3	29	+	46	2	0	1
Cc1nc(SCC(=O)c2c(N)n(C3CC3)c(=O)[nH]c2=O)[nH]c(=O)c1CCO	-3	0	-3	-0.2	-1.5	i	1	-5	-2	2
CCc1cc2c(NC(Cc3ccccc3)C(=O)O)nc(C)nc2s1 (centres undefined)	2	1	-1	-1.0	-0.7	i	3	2	5	-2
O=C(/C=C/c1cccc(Oc2ccccc2)c1)N1CCOCC1	-1	3	4	-0.7	0.7	i	1	0	-1	-1
COC(=O)c1ccc2c(c1)sc(=NC(=O)CCS(=O)(=O)c1ccccc1)n2C	-6	4	-15	0.0	0.5	i	-1	2	-13	4
CCN(CC)CCn1c(=N)n(CC(O)COc2cccc(C)c2)c2ccccc21 (centres undefined)	-3	-8	-2	-0.3	-2.2	i	2	-11	-2	-1
O=C(CCCCCN1C(=O)c2cccc([N+](=O)[O-])c2C1=O)Nc1ccccc1F	-6	6	9	-0.7	-0.1	i	-1	-8	-25	0
Cc1cc(C)n(CC(=O)Nc2ccc([N+](=O)[O-])cc2)n1	-5	-3	-4	0.2	0.9	i	0	-3	-12	-5
CCOc1ccc(CC(=O)N/N=C/c2cccnc2)cc1OCC	-2	1	5	-0.2	0.2	i	1	-3	-8	5
CC1CN(C(=O)CS(=O)(=O)Cc2ccccc2)CC(C)O1 (centres undefined)	25	-3	2	-1.0	-0.9	i	0	2	3	2
Cc1sc2ncnc(NS(=O)(=O)c3ccc(Cl)cc3)c2c1C	-2	-2	-4	0.0	-0.1	i	-1	-7	6	4
COc1ccccc1/C=N/Nc1nc(C)cc(C)n1	-7	-2	-6	-0.1	-0.8	i	2	1	-1	0
Cc1cc(NC(=O)CSc2nnc(C3CC3)n2N)no1	-8	-2	-1	-0.5	1.4	i	-3	5	-1	-1
Cc1ccc([N+](=O)[O-])cc1NC(=S)NC(=O)c1cccnc1	-4	0	41*	-1.6	-1.0	i	-1	-1	-22	2
COc1cc(NS(=O)(=O)c2cc3c(cc2C)NC(=O)CO3)cc(OC)c1	-12	-4	15	-0.2	-0.7	i	-3	-3	-2	0
c1ccc2cc(-c3csnn3)ccc2c1	-10	-5	7	-1.2	0.8	i	-2	-10	-10	-4
CC(=O)Nc1ccc(NC(=O)CN(C)S(=O)(=O)c2ccc3ccccc3c2)cc1	1	8	4	0.6	0.6	i	0	-2	-6	0
CC1(C)O[C@@H]2[C@H](O1)[C@@H](CO)O[C@H]2n1cnc2c(=O)[nH]cnc21	-5	3	3	-0.2	-1.6	i	-2	-7	2	-1
N#Cc1ccccc1Sc1ccccc1C(=O)Nc1ccc(Br)cc1	-18	1	8	-0.5	1.6	i	-7	-9	1	-3
Cc1ccccc1CSc1ncc(C#N)c(N)n1	-4	6	-18	-0.5	0.4	i	-5	-4	7	-6
O=[N+]([O-])c1ccc(OCCO)c(P(=O)(c2ccccc2)c2ccccc2)c1	-1	3	-2	-1.0	-1.4	i	0	-1	-16	1
COC(=O)CSc1nc(N)c(C#N)c(-c2ccco2)c1C#N	2	8	-16	-0.3	2.0	i	1	-2	7	-5
